# Screening data as filed in PubChem BioAssay.
# TRb-SRC2 inh = inhibitors of human thyroid hormone receptor beta-SRC2 interaction; hit rate 0.065% among 280,000; AID 1469; Potency, µM (top dose mostly 106 µM), for the others: at the highest dose activity change, negative = inhibition, hits mostly inhibitors; TRbeta-SRC2 peptide binding, fluorescence polarization; receptor liganded with 1 µM T3;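 also: plate controls were bound peptide for no effect and peptide without receptor for full effect; nearly all actives have a fitted effect of over 50% in size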
#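 Quantitative HTS by FP: 0.6 uM TRb LBD, 20 nM labeled SRC2 20-mer, 1 uM T3, 5% DMSO; 5 hr ambient incubation; % activity per concentration and potencies from concentration series.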
# TexasRed fluor = Texas Red fluorescence interference in TRb-SRC2 counter-screen. Potency, µM (highest dose often 106 µM), for the others: at the highest dose fluorescence change, negative = quenching. hit rate 0.29% among 280,000. TRb/SRC2 Texas Red total fluorescence interference; active = well fitted curve in either direction with a large enough effect; inconclusive = small, poorly fitted or top-dose-only effect; also: % is scaled to controls: 0 for no effect and ±100 for the full control effect
#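 Flags fluorescent or light-absorbing compounds by total fluorescence, S + 2P, at 555 nm excitation and 632 nm emission. Mixture: 20 nM Texas Red SRC2 peptide, 0.6 uM human TRb LBD, 1 uM T3, 5% DMSO; compound exposure 5 h at ambient temperature.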
# SMN2 splice up = increases expression of the SMN2 splice variant; hit rate 2.8% among 210,000; Potency, µM (top dose mostly 46.1 µM), for inactives: at the top dose activity change, positive = activation, hits mostly activators; AID 1458; HEK293 SMN2-luciferase splicing reporter, luminescence, 30-36 h; also: % of control where 0% means no effect; nearly all actives have a fitted effect of over 55% in size
#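 HEK293 cells carry an SMN2 […]–luciferase reporter in which exon 7 inclusion puts luciferase in frame. Cells were plated 10-12 h before compound addition, then incubated 30-36 h at 37C. ONE-Glo luminescence was read; sodium butyrate at 4.5 mM final served as control.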
# JMJD2E inh = blocks human JMJD2E demethylase activity. JMJD2E catalytic domain, FDH-coupled NADH fluorescence (FDH is formaldehyde dehydrogenase). Potency, µM (series often up to 57.1 µM), for inactives: at the top dose activity change, negative = inhibition, most hits filed as inhibitors. hit rate 1.6% among 230,000. AID 2147; active = well fitted inhibition curve with a large enough effect, not every such curve was filed as active; inconclusive = small, poorly fitted or top-dose-only effect, or another doubt; inactive = no such curve, though single readings can be large or run the other way;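 also: 0% = wells with enzyme and -100% = buffer wells without enzyme; nearly all actives have a fitted effect of over 50% in size; many of its hits are not listed in these tables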
# RECQ1 helicase = inhibitors of human RECQ1 DNA helicase; RECQ1 DNA unwinding, red fluorescence kinetic read; Potency, µM (titrated, usually from 57.3 µM), for the others: at the top dose activity, negative = inhibition, hits mostly inhibitors; hit rate 0.54% among 240,000;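 also: plate controls were vehicle for no effect and no enzyme for full effect; nearly all actives have a fitted effect of over 30% in size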
# Target sequence (P46063 whole entry, looked up): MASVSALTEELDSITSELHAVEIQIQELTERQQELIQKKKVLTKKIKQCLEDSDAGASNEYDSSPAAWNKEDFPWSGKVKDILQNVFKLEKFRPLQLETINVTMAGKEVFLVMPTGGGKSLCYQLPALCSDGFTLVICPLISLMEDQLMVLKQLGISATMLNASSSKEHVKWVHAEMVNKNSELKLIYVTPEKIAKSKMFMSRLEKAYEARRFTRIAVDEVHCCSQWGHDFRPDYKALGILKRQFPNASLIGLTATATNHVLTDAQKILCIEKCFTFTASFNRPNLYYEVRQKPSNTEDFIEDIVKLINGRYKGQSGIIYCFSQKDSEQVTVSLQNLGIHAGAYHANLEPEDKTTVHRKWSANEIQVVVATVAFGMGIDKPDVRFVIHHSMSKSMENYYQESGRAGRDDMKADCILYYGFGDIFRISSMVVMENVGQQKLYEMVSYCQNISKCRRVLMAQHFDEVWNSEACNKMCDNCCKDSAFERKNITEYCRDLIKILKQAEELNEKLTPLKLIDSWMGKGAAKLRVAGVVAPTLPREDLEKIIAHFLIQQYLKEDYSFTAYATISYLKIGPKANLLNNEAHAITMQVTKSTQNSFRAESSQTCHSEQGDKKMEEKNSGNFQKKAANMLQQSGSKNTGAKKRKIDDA
#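 RECQ1T1 50 nM; forked duplex (20 bp + 30-nt ss tails) 200 nM, ATP 2 mM final; pH 8.0, 2 mM MgCl2, 2.5 ug/ml poly(dI-dC); 15 min compound preincubation; discontinuous kinetic read over 2 h at RT.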
# ALDH1A1 block = ALDH1A1 (human) enzyme inhibition. Potency, µM (series often up to 75.3 µM), without a hit: at the top dose activity, negative = inhibition, actives largely listed as inhibitors. Purified ALDH1A1, NADH fluorescence, propionaldehyde substrate. hit rate 7.3% among 220,000. AID 1030. P00352; active = well fitted inhibition curve with a large enough effect, not every such curve was filed as active; inconclusive = small, poorly fitted or top-dose-only effect, or another doubt; inactive = no such curve, though single readings can be large or run the other way;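 also: plate controls were no enzyme wells and a reference inhibitor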
# RGS12 GoLoco inh = inhibitors of human Gai1-RGS12 GoLoco interaction (red fluorophore); hit rate 0.44% among 230,000; Potency, µM (doses to about 61.6 µM), without a hit: top-dose activity, negative = inhibition, hits mostly inhibitors; P63096; Gai1:RGS12 GoLoco peptide FP, rhodamine, 10 min; active = well fitted inhibition curve with a large enough effect, not every such curve was filed as active; inactive = no such curve, though single readings can be large or run the other way; also: % is scaled to controls: 0 for no effect and ±100 for the full control effect; nearly all actives have a fitted effect of over 30% in size; many of its hits are not listed in these tables
# Target sequence (P63096 whole entry, looked up): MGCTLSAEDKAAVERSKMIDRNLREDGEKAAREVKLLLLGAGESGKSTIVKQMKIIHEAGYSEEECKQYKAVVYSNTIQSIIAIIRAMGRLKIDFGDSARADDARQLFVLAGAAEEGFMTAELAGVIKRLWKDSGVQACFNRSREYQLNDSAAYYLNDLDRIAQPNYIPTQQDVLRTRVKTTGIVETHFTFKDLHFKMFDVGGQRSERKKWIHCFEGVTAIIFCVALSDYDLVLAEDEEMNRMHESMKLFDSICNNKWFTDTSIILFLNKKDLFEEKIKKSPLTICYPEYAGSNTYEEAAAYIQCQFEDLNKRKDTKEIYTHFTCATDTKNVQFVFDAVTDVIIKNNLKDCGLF
# LMNA splice mod = modulators of lamin A splicing. Potency, µM (top dose mostly 46.1 µM), for the others: top-dose ratio change, negative = inhibition, most hits filed as inhibitors. HeLa LMNA splicing GFP/RFP minigene ratio, 48 h. AID 1487. hit rate 0.01% among 200,000; active = well fitted inhibition curve with a large enough effect in the signal ratio, with a control signal flat, not every such curve was filed as active; inconclusive = small, poorly fitted or top-dose-only effect, or effect the other way, or a change in a side signal; the % refers to the signal ratio; also: % is scaled to controls: 0 for no effect and ±100 for the full control effect
#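 S3 HeLa cells stably expressing lamin A-EGFP splicing minigene plus DsRed2, 600 cells/well, 48 h compound exposure at 37C. Laser-scanning cytometry; analysed as GFP (500-530 nm)/RFP (575-640 nm) total intensity ratio; 0.5% DMSO vehicle.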
# Starred values were filed as active, the others as inactive; i = inactive; ? = inconclusive; . = no result given; & = joins results of further samples; [ ] = remark or other dose. Unless noted, calls follow the shape of the dose curve; as a rule, active = well fitted curve in the direction sought with a large enough effect; inconclusive = small, poorly fitted or top-dose-only effect, or another doubt; inactive = no such curve, though single readings can be large; an effect the other way counts as inactive or inconclusive. Potency is read from the fitted curve at half-maximal effect. This is a subset, so the mix of outcomes need not match the whole.
# Each structure is followed by: TRb-SRC2 inh, TexasRed fluor, SMN2 splice up, JMJD2E inh, RECQ1 helicase, ALDH1A1 block, RGS12 GoLoco inh, LMNA splice mod
- Cc1ccc(C)c(N2CCN(C(=S)Nc3ccc4nc(N5CCOCC5)cc(C)c4c3)CC2)c1
  -1%, -2%, -53%[inhibitor], ?, 5%, ?, -5%, 11%[9.22 µM]
- COc1ccc(N)cc1-n1c(C)ccc1C
  -11%[53 µM], 0%[53 µM], ., ?, -11%, 14µM*, 15%, ?
- O=c1c2[nH]c3ccccc3c2ncn1CCN1CCNCC1
  -11%, -2%, ?, -10%, -13%, ?, -10%, 5%
- Cn1nnnc1SCC(=O)N1c2ccccc2Sc2ccccc21
  -6%, 0%, 17%, 6%, 11%, 5%, 7%, -13%
- Cc1ccc(NS(=O)(=O)c2cc(C(=O)NCCSC3CCCCC3)ccc2C)cc1
  12%, 3%, -13%, -3%, -11%, ?, -11%, ?
- Cc1ccc(NS(=O)(=O)c2cn(C)cn2)cc1
  -15%, 0%, 5%, 4%, -1%, 4%, 1%, -1%
- CCNc1nc(NCC)nc(C(=O)NN)n1
  0%, -7%, 1%, 27%, -4%, -4%, 8%, 1%
- O=C1C2C3C=CC(C3)C2C(=O)N1/N=C/c1ccc(-c2ccccc2[N+](=O)[O-])o1 (stereo not drawn)
  -1%, -2%, ?, 7%, 0%, 2.2µM*, 3%, ?
- CC(C)C(NS(=O)(=O)c1ccc2c(c1)OCCCO2)C(=O)O (stereo not drawn)
  3%, -1%, 3%, 0%, -6%, 3%, 10%, -3%
- O=C1CCCCCN1C(=O)c1cccc(C(=O)N2CCCCCC2=O)c1
  -4%, -7%, -2%, 0%, i, 2%, 0%, 4%
- O=C(O)CCC(=O)OCC1CCCO1 (stereo not drawn)
  -1%, 0%, 0%, 0%, i, ?, 4%, 6%
- COc1ccc(C)cc1-n1nnnc1SCC1CCCCO1 (stereo not drawn)
  5%, 1%, -17%, -4%, -6%, 32µM*, 3%, 0%
- CC(C)OC(=O)c1cc(NC(=O)C2C3CCC(O3)C2C(=O)O)cc(C(=O)OC(C)C)c1 (stereo not drawn)
  -5%, -3%, 12%, ?, 10%, ?, -2%, ?
- CSc1ncc(C(C)=O)c(C)n1
  1%, 0%, 11%, 4%, i, 7%, 1%, .
- Cc1cc(C)c2nc(SC3CCOC3=O)cc(C)c2c1 (stereo not drawn)
  4%, 1%, 6%, 5%, i, -2%, -1%, 7%[46 µM]
- COc1ccc(/C=C/C(=O)Nc2nc(C)cc(C)n2)cc1OC
  1%, 0%, 22%, -2%, -13%, i, 18%, 6%
- CCCCC(=O)Nc1ccc(N2CCN(C(=O)CC)CC2)cc1
  -5%, 1%, -5%, 4%, -1%, -1%, -1%, 4%
- O=C(NCc1ccco1)/C(=C\c1ccco1)NC(=O)c1ccco1
  0%, -1%, ., -2%, -1%, ., -11%, .
- CC(C)n1nc(C(=O)Nc2nc3ccc(S(C)(=O)=O)cc3s2)c2ccccc2c1=O
  4%, -1%, 48%, 2%, i, 12%, 0%, 9%
- Cc1ccc(-c2nn(CCC(=O)NN3CCOCC3)c(=O)c3ccccc23)cc1
  -4%, -8%, ., -3%, -12%, ?, 7%, -14%[46 µM]
- Cc1ccc(N2CCN(c3cc(C)nc4nc(C)nn34)CC2)c(C)c1
  2%, 1%, 0%, 0%, -3%, 5%, 1%, ?
- COc1ccccc1C(=O)C1CCCN(C(=O)c2ccc3c(c2)OCCO3)C1 (stereo not drawn)
  -1%, 0%, ., -9%, -3%, -2%, 2%, 4%[46 µM]
- Cc1ccc(-c2cc(C(=O)Nc3c(C)n(C)n(-c4ccccc4)c3=O)[nH]n2)c(O)c1C
  -2%, -1%, ., -2%, -8%, ., 7%, .
- c1ccc2nc(-c3ccc(N4CCOCC4)cc3)ccc2c1
  6%, 0%, ?, ?, 2%, -6%, 3%, -8%
- CCSC1=C(C#N)C2(CCCCC2)C(C#N)=C(N)N1
  -10%, 0%, -13%, 2%, i, 10µM*, 6%, 13%
- CN(C)c1ccnc2sc(C(=O)c3ccccc3)c(N)c12
  1%, -2%, 14µM*, 0%, 10%, ?, 1%, ?
- CCOCCCNC(=O)NC12CC3CC(CC(C3)C1)C2
  -7%, -1%, ., -4%, -5%, 7%, ., 2%
- COc1ccc2nc(NC3=NC(C(=O)Nc4ccc(C)cc4)CC(=O)N3)nc(C)c2c1 (stereo not drawn)
  -1%, 0%, -13%, ?, 0%, -2%, 3%, -6%
- CC(C)c1cc(NCc2ccccn2)n2c(nc3ccccc32)c1C#N
  -3%, -2%, -10%, ?, i, ?, -34%, .
- O=C(CCc1nc2ccccc2[nH]c1=O)OCC(=O)c1cccc2ccccc12
  -6%, -4%, -8%, ?, i, 10%, 13%, 11%
- Cc1ccc([N+](=O)[O-])cc1-c1ccc(/C=N/NC(=O)CN2CCOCC2)o1
  -2%, -2%, ., 0%, -1%, ?, -2%, .
- O=C(c1csnn1)N1CCC2(CCCN(c3ccccc3)C2)CC1
  ., ., -8%, ., -14%, ?, 6%, .
- CC(C)CNC(=S)NNC(=O)CC(C)O (stereo not drawn)
  4%, -3%, 21%, 7%, i, 3%, 10%, 2%[46 µM]
- CN1CCN(C(=O)CCC(=O)c2ccc(F)cc2)CC1
  -12%, 0%, ?, -6%, -6%, -11%, 8%, 4%
- COc1cc(C(=O)N2CCN(C(=O)C(Cc3cc(C)ccc3C)NC(C)=O)CC2)cc(OC)c1OC (stereo not drawn)
  -12%, 1%, 2%, -4%, -7%, -1%, 2%, -14%
- CC(C)=C1C2CCC1C1C(=O)N(c3ccc4c(c3)OCO4)C(=O)C21 (stereo not drawn)
  -8%, -1%, 2%, 6%, -1%, -4%, -4%, 10%
- Cc1ccc(CNC(=O)CCC2CCCN(Cc3ccc4cccc(F)c4n3)C2)o1 (stereo not drawn)
  -2%, -5%, ., -5%, -3%, ?, 3%, .
- COC(=O)CNC(=O)c1ccc(C)s1
  -19%, 3%, -6%, -5%, i, 3%, 10%, 11%
- Cn1nc([N+](=O)[O-])c2c(-c3nc4ccccc4s3)c(N)n(C3CCCCC3)c2c1=O
  1%, -3%, -19%, 10%, 0%, 3%, -17%, -8%
- CCc1nn2cc(C(=O)c3cc(C)ccc3O)cnc2c1-c1ccc(F)cc1
  2%, -2%, 13%, 1%, -7%, ?, 4%, ?
- CCOC(=O)/C=C1\NC(C)(C)Cc2cc(OC)c(OC)cc21
  -1%, -1%, -8%, ?, -10%, -4%, 11%, ?
- CCN1CCN(C(=O)CCN2C(=O)COc3ccc(C)cc32)CC1
  -5%, 0%, 0%, -4%, -4%, 12%, 11%, 18%
- COc1nc(N2CCOCC2)nc(-n2cccc2)n1
  -8%, 1%, 8%, -3%, -4%, 7%, 3%, -22%
- CC(C)C[C@@H](CSc1ccc(Br)cc1)N1CCN(CC(C)C)CCC1=O
  -8%, 0%, ., -9%, -17%, ., 1%, .
- O=C(c1cc(=O)[nH]c2ccccc12)N1CCc2ccccc2C1
  0%, 0%, -35%[inhibitor], ?, 0%, ?, 7%, .
- CC12CC(NC(=O)N1c1cccc(C(=O)N3CCN(c4ccccc4)CC3)c1)c1ccccc1O2 (stereo not drawn)
  0%, 0%, -11%, -4%, i, -3%, -13%, 0%
- CCCCOc1ccc(-c2cnc3ccccc3n2)cc1
  -5%, -2%, 1.4µM*, ?, -9%, ?, 2%, -17%
- O=c1[nH]sc2ccccc12
  2%[201 µM], -3%[201 µM], 1%, ?, -17%, ?, -34%, ?
- CCOc1ccccc1N1CC(O)=C(c2nc3ccccc3s2)C1=N
  4%, 4%, -23%, ?, -3%, -14%, 15%, ?
- Cc1cc(C)n(Cc2ccc(Cl)nc2)n1
  1%, 0%, 5%, 8%, i, 3%, 4%, ?
- CCOC(=O)c1ccc(S(=O)(=O)NCC(c2ccc(N(C)C)cc2)c2c[nH]c3ccccc23)cc1 (stereo not drawn)
  -5%, 0%, 5%, -3%, -8%, 13%, 35%[activator], -11%
- COc1ccc(O)c(CN2CCN(CCc3ccccc3)C(CCO)C2)c1 (stereo not drawn)
  3%, -1%, ., -17%, -7%, -7%, 10%, ?
- COc1cc(/C=C/C(=O)OCC(=O)NCCc2ccccc2)cc(OC)c1OC
  -1%, -2%, -4%, ?, -3%, ?, 6%, -10%[46 µM]
- Cc1nn(CCC(=O)O)c2nc(-c3cccnc3)cc(C(F)(F)F)c12
  3%, 3%, -2%, ?, -3%, ?, -4%, ?
- Cc1ccc(S(=O)(=O)N[C@H]2COC(=O)C/C=C\[C@@H](C)COC(=O)C/C=C\[C@@H]2C)cc1
  4%&-3%[11.2 µM], 2%&2%[11.2 µM], ., ., 3%[11.5 µM], -15%&1%[13.5 µM], ., .
- CCOc1ccc(NC(=S)Nc2cccnc2)cc1
  -3%, -1%, -4%, ?, -10%, ?, 8%, 6%[9.22 µM]
- CC1=CC(C)C(/C=N/n2cnnc2)C(C)C1 (stereo not drawn)
  -4%, -4%, -4%, 6%, 13%, 6%, 8%, -1%
- COC(=O)c1ccc(C)c(N(CCO)CCO)c1
  -7%, -4%, -14%, 2%, -5%, ?, 1%, 1%
- COc1ccc(S(=O)(=O)NNC(=O)c2csc(-n3nc(C)cc3C(F)(F)F)n2)cc1OC
  5%, 2%, -4%, -13%, -5%, -14%, 20%, -13%
- COC(=O)c1sccc1NC(=S)N1CCN(C)CC1
  -3%, 0%, -29%, -2%, -2%, 5%, 12%, 2%[46 µM]
- COc1ccc2[nH]cc(C(=O)CN3CCN(C4CCCCC4)CC3)c2c1
  -3%, -7%, 4%, -4%, -6%, 25µM*, 0%, -1%
- Clc1ccc(OCc2nnc3n2CCCCC3)c(Cl)c1
  5%, -5%, ., 7%, -17%, ., -7%, .
- CCn1c(SCC(=O)Nc2sc3c(c2C#N)CCCC3)nnc1-c1ccncc1
  3%, -1%, -17%, 0%, 0%, 18µM*, 16%, -16%
